High-throughput results from PubChem.
GAA glycogen – alters human alpha-glucosidase cleavage of glycogen. Potency, µM (doses to about 76.4 µM), inactives show at the top dose activity change, negative = inhibition, most hits filed as inhibitors. recombinant GAA, glycogen substrate, Amplex Red glucose oxidase fluorescence. P10253. 0.38% of 300,000 active. AID 2100;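 also: 0% = full enzyme reaction and -100% = no-enzyme basal signal; the screen sought inhibitors and activators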
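qHTS, 1536-well; enzyme 4 nM final; cpd up to 77 uM; substrate bovine liver glycogen 30 ug; 50 mM citrate/phosphate pH 5.0, 0.01% Tween-20; 37 C, 40 min; Amplex Red detection 45 min RT; Hill fit → AC50.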
HttQ103 aggreg – inhibitors of mutant huntingtin aggregate formation in PC12 cells. PC12 HttQ103-GFP aggregates, Acumen cytometry, 40 h. Potency, µM (titrated, usually from 46.1 µM), inactives show top-dose activity change, negative = inhibition, most hits filed as inhibitors. 1.1% of 220,000 active. AID 1688; also: % is scaled to controls: 0 for no effect and ±100 for the full control effect; nearly all actives have a fitted effect of over 60% in size
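Compounds (qHTS titration) were added to PC12 cells expressing an ecdysone-driven HTT exon 1 Q103–GFP fusion after induction with 100 nM tebufenozide. Aggregate formation was measured as GFP objects in cell lysates.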
RGS12 GoLoco inh – inhibitors of human Gai1-RGS12 GoLoco interaction (red fluorophore); Potency, µM (top dose mostly 61.6 µM), inactives show at the top dose activity, negative = inhibition, hits mostly inhibitors; P63096; 0.44% of 230,000 active; Gai1:RGS12 GoLoco peptide FP, rhodamine, 10 min; AID 880; active = well fitted inhibition curve with a large enough effect, not every such curve was filed as active; inactive = no such curve, though single readings can be large or run the other way; also: % is scaled to controls: 0 for no effect and ±100 for the full control effect; nearly all actives have a fitted effect of over 30% in size; many of its hits are not listed in these tables
Target sequence (P63096 whole entry, looked up): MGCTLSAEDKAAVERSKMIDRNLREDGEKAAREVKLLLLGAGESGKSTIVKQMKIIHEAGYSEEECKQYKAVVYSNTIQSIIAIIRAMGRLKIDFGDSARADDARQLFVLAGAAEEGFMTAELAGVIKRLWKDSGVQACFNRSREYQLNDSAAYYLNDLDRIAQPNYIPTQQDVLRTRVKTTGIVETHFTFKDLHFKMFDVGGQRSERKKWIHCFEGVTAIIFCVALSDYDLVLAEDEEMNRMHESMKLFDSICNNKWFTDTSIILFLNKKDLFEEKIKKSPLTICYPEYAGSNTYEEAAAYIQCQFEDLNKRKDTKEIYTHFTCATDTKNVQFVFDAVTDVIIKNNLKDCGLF
aGlu spleen mod – inhibitors or activators of human alpha-glucosidase in spleen homogenate; human spleen homogenate, 4-MU-alpha-glucoside fluorescence; Potency, µM (doses to about 79.9 µM), for the others: at the highest dose activity change, negative = inhibition, most hits filed as inhibitors; 0.006% of 240,000 active;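 also: 0% = enzyme with vehicle and -100% = no enzyme basal signal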
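Human spleen homogenate (1 ug) with 4-methylumbelliferyl-alpha-D-glucopyranoside (1 mM final) in 50 mM citrate/phosphate pH 5.0, 0.01% Tween-20; 40 min at 37 C. Stopped at pH 10; 4-MU fluorescence Ex 365/Em 440 nm; AC50 by Hill fit.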
IMPase Li cell – IMPase inhibition in cells with lithium potentiation | CHO-M1 cells, IP1 TR-FRET (IP-One), carbachol + lithium | AID 1457 | Potency, µM (series often up to 59.4 µM), without a hit: top-dose activity, negative = IMPase inhibition, usual class: inhibitors | 0.35% of 210,000 active;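 also: IP1 builds up when IMPase is blocked and the TR-FRET signal falls; plate controls were basal vehicle for no effect and high inhibitor control for full effect; nearly all actives have a fitted effect of over 50% in size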
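Steps: plate 2000 CHO-M1 cells per well and culture 16–30 h; add compound and lithium; incubate 30 min, 37C; add d2-IP1 tracer and Eu cryptate anti-IP1 antibody in lysis buffer; read after 10 min at room temperature.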
HTT cytoprotect – protects HTT-Q103 PC12 cells, measured by ATP. PC12 HTT-Q103 induced, cytoprotection, ATP luminescence, 40 h. Potency, µM (top dose mostly 56.4 µM), inactives show cytoprotection (ATP increase), hits mostly activators. 0.14% of 230,000 active. AID 1471;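 also: % of control where 0% means no effect; nearly all actives have a fitted effect of over 45% in size; toxic huntingtin expression switched on by the ecdysone agonist tebufenozide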
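PC12 cells stably carrying ecdysone-inducible Htt exon 1 (Q103)–GFP were induced with 100 nM tebufenozide (final) alongside library compounds in a dose series. Cytoprotection was scored as retained ATP by ATPlite luminescence.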
GAA inhib – blocks human lysosomal alpha-glucosidase. P10253. purified human GAA, 4-MU-alpha-glucoside fluorescence. Potency, µM (highest dose often 76.9 µM), inactives show top-dose activity change, negative = inhibition, most hits filed as inhibitors. 0.005% of 200,000 active;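 also: plate controls were uninhibited enzyme wells for no effect and no-enzyme background for full effect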
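Fluorogenic assay: 4 nM human alpha-glucosidase with 400 uM 4-methylumbelliferyl-alpha-D-pyranoside in 50 mM citrate/phosphate, 0.005% Tween-20, pH 5.0, 20 min at room temperature. Compounds tested up to 77 uM; AC50 from Hill fits.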
* = called active by the depositor; u = inconclusive; x = no result given; & = joins results of further samples; [ ] = another dose, or the depositor's remark. Unless noted, calls follow the shape of the dose curve; as a rule, active = well fitted curve in the direction sought with a large enough effect; inconclusive = small, poorly fitted or top-dose-only effect, or another doubt; inactive = no such curve, though single readings can be large; an effect the other way counts as inactive or inconclusive. Potency is read from the fitted curve at half-maximal effect.

No.	Structure	IMPase Li cell	HTT cytoprotect	aGlu spleen mod	GAA inhib
1	COCc1cc(C)nc(SCC(=O)N2CCC(C)CC2)c1C#N	-1%[38.3 µM]	-3%	-10%	-1%
2	CC(=O)Nc1ccc(S(=O)(=O)Nc2nc3n(n2)C(c2ccccc2)CC(=O)N3)cc1 (centres undefined)	-3%[38.3 µM]	-12%	-14%	3%
3	CS(=O)(=O)Nc1cccc(-c2nc(Nc3ccccc3)c3ccccc3n2)c1	21%	-66%[inhibitor]	1%	x
4	COC(=O)C1Cc2c([nH]c3ccccc23)CN1 (centres undefined)	-16%[38.3 µM]	-2%	-6%	3%
5	FC(F)(F)c1ccc(C2Nc3cccc4cccc(c34)N2)cc1	13%	u	2%	-1%
6	Cn1c(N)c(C(=O)COC(=O)c2nc(Cl)ccc2Cl)c(=O)n(C)c1=O	3%	-44%[inhibitor]	5%	1%
7	O=C(COC(=O)c1ccccc1NC(=O)c1ccco1)NCC1CCCCC1	28%[38.3 µM]	-5%	-8%	-2%
8	C=C(C)CC1N(c2cccc(OC)c2)C(=O)C2C(C(=O)O)C3C=CC21O3 (centres undefined)	-12%[38.3 µM]	-11%	3%	0%

No.	GAA glycogen	RGS12 GoLoco inh	HttQ103 aggreg
1	3%	-1%	-15%
2	1%	0%	-14%
3	x	1%	x
4	u	2%	3%
5	u	6%	2%
6	-3%	5%	21%
7	2%	-8%	2%
8	-11%	8%	-13%

The list continues:
No.	Structure	IMPase Li cell	HTT cytoprotect	aGlu spleen mod	GAA inhib
9	COC(=O)c1ccc(C(/C=C/[C@@H](C)C(=O)NCCN2CCCC2)NC(=O)OCc2ccccc2)cc1 (some centres undefined)	-9%	-3%	-9%	x
10	O=c1c(-c2ccc(F)cc2)coc2cc(O)ccc12	-19%[38.3 µM]	-35%	-2%	u
11	COc1cccc(NC(=S)N2CCN(C(c3ccccc3)c3ccccc3)CC2)c1	13%	x	-7%	-11%
12	C=CCn1c(SCC(=O)NCc2ccccc2)nnc1C1CCCCC1	-3%[38.3 µM]	-15%	-5%	-2%
13	COCCNC(=O)c1c(N)n(CCCn2ccnc2)c2nc3ccccc3nc12	-4%[38.3 µM]	-11%	u	u
14	CC1(C)CC(=O)C2=C(C1)N(c1ccccc1)C(N)=C(C#N)C2c1cccnc1 (centres undefined)	-2%[38.3 µM]	-29%[0.074 µM]	-20%	-12%
15	Cc1c2c([n+]3n1CCC3)CC(C)(C)CC2=O	-8%[38.3 µM]	2%	7%	1%
16	COCCCNC(=S)NC(=O)c1ccc([N+](=O)[O-])cc1	8%	23%[10 µM]	1%	4%

No.	GAA glycogen	RGS12 GoLoco inh	HttQ103 aggreg
9	x	6%	x
10	3%	1%	10%
11	-10%	10%	-9%
12	-1%	-5%	4%
13	7%	6%	2%
14	-13%	7%	-10%
15	-11%	-4%	10%
16	0%	0%	22%

(continued)
No.	Structure	IMPase Li cell	HTT cytoprotect	aGlu spleen mod	GAA inhib
17	O=C(O)CCNC(=O)/C(=C\C=C\c1ccccc1)NC(=O)c1ccccc1	x	-3%[10 µM]	2%	x
18	Cc1onc(-c2ccccc2)c1C(=O)NC(=S)NNC(=O)c1ccc(O)cc1O	10%	x	-4%	0%
19	CC1CN(C2=Nc3cccc4cccc2c34)CC(C)O1 (centres undefined)	23%	-20%	-4%	-15%
20	Cc1nn(-c2ccc(C(=O)O)cc2)c2c1C(=O)CC(C)(C)C2	x	24%[10 µM]	2%	x
21	CCc1ccc(N=CC23c4ccccc4C(c4ccccc42)C2C(=O)N(c4ccc(OC)cc4)C(=O)C23)cc1 (centres undefined)	2%[38.3 µM]	-52%[inhibitor]	u	-10%
22	COc1ccc(NC(=O)COc2ccc(C(=O)OCC(=O)N(C(C)C)C(C)C)cc2OC)cc1	5%	-4%	-2%	4%
23	COc1ccccc1C(=O)N1CCN(Cc2ccc3c(c2)OCO3)CC1	5%	3%[10 µM]	-2%	-3%
24	N#CCCN(Cc1cccnc1)C(=S)Nc1ccc(OC(F)F)cc1	4%	23%[10 µM]	2%	3%

No.	GAA glycogen	RGS12 GoLoco inh	HttQ103 aggreg
17	-8%	-1%	-15%[9.22 µM]
18	6%	-6%	u
19	9%	14%	-3%
20	1%	-5%	9%[9.22 µM]
21	-1%	2%	-22%
22	-1%	-10%	11%
23	2%	6%	2.8µM*
24	5%	4%	10%

Further entries follow.
No.	Structure	IMPase Li cell	HTT cytoprotect	aGlu spleen mod	GAA inhib
25	O=c1[nH]n(Cc2ccccc2)c(=O)c2ccccc12	6%[38.3 µM]	-41%[inhibitor]	-10%	4%
26	O=C(/C=C/c1cccnc1)c1ccc(O)cc1	x	5%[10 µM]	-5%	x
27	CCN1CCN(CCNC(=O)Nc2ccc([N+](=O)[O-])cc2)CC1	5%	-25%	0%	-3%
28	CCCCC/C=C\C/C=C\C/C=C\C=C\[C@@H](O)CCCC(=O)O	-4%&42%	-35%&-53%[inhibitor]	-2%&-1%	x
29	CCCCCCc1ccc(-c2ccc(C#N)cc2)cc1	10%	1%	7%	x
30	COc1ccc(CN2CC(=O)N(c3ccc(C)c(C)c3)C2=S)cc1OC	1%	-8%	3%	-1%
31	CCCC(=O)Oc1ccc(N(C(=O)CCC)S(=O)(=O)c2cccc([N+](=O)[O-])c2)cc1	7%	16%[10 µM]	-8%	-5%
32	N#C/C(=C\c1cn[nH]c1-c1ccc(Cl)cc1)C(=O)NCc1ccccc1	44%[activator][38.3 µM]	-22%	-1%	u

No.	GAA glycogen	RGS12 GoLoco inh	HttQ103 aggreg
25	0%	8%	-3%
26	1%	7%	-3%[9.22 µM]
27	5%	0%	3%
28	x	2%&6%	x
29	x	1%	x
30	1%	7%	-11%
31	-4%	2%	12%
32	-8%	5%	-14%

Other compounds.
No.	Structure	IMPase Li cell	HTT cytoprotect	aGlu spleen mod	GAA inhib
33	CCn1c(=O)c([N+](=O)[O-])c(NCc2ccc3c(c2)OCO3)c2ccccc21	x	14%[10 µM]	1%	x
34	CCOc1cc(NC(=S)NCC2CCCO2)c(OCC)cc1NC(=O)CC (centres undefined)	-2%	0%[10 µM]	-5%	3%
35	C/C(CC(=O)Nc1cccc(Cl)c1Cl)=N\NC(=O)c1ccccc1C	6%	-6%[10 µM]	-1%	-6%
36	O=C(N/N=C/c1cccnc1)C(O)c1ccccc1 (centres undefined)	-4%	-4%[10 µM]	-5%	0%
37	CCc1cccc(C)c1NC(=O)CO/N=C(\C)c1cc2ccccc2o1	9%	x	-4%	0%
38	COC(=O)CSc1nc(C)c(C(=O)Nc2ccccc2C)c(-c2ccc(Cl)cc2)c1C#N	15%	-4%[10 µM]	-7%	7%
39	CSc1ncccc1C(=O)OCC(=O)c1cccs1	0%	6%[10 µM]	0%	4%
40	CN1CCN(c2ccncc2S(=O)(=O)N2CCN(C)CC2)CC1	0%	3%[10 µM]	x	x

No.	GAA glycogen	RGS12 GoLoco inh	HttQ103 aggreg
33	3%	-5%	9%[9.22 µM]
34	-13%	6%	8%[9.22 µM]
35	-16%	208%[activator]	10%[9.22 µM]
36	-1%	10%	19%
37	7%	-2%	-20%
38	17%	40%[activator]	-6%
39	3%	-13%	9%
40	x	4%[14.2 µM]	x

Next section
No.	Structure	IMPase Li cell	HTT cytoprotect	aGlu spleen mod	GAA inhib
41	COc1cc(-c2nc3cnccn3c2Nc2ccc3c(c2)OCCO3)ccc1O	24%[38.3 µM]	x	-6%	-8%
42	COc1ccc(CNC(=O)c2onc(C)c2Cl)cc1	3%	13%[10 µM]	-3%	-1%
43	CN(C)/C=N/c1cc(=O)n(Cc2ccccc2)c(=O)n1C	-4%&-1%	-39%[inhibitor]	-2%&-6%	5%
44	Cc1ccccc1[C@@H](OCCN(C)C)c1ccccc1	16%	4%[40.3 µM]	-4%[29.1 µM]	x
45	O=C(COc1ccccc1[N+](=O)[O-])N/N=C/c1cccs1	-6%	x	3%	3%
46	Cc1ccc(C(=O)NCCNc2ccc(Cl)cc2[N+](=O)[O-])o1	9%[38.3 µM]	-26%	-8%	-7%
47	Cc1c2ccccc2nc2c(F)c(NCCO)c(F)c(F)c12	-7%	3%[10 µM]	-19%	0%
48	O=C(O)c1cccc(CSc2nnc(-c3ccco3)o2)c1	14%[38.3 µM]	3%	-1%	-4%

No.	GAA glycogen	RGS12 GoLoco inh	HttQ103 aggreg
41	7µM*	-11%	u
42	-4%	-9%	-10%
43	1%	1%&1%	14%
44	x	14%[21.6 µM]	x
45	-4%	2%	10%
46	4%	-6%	-6%
47	-7%	20µM*	-13%
48	5%	-2%	-1%

Next entries follow:
No.	Structure	IMPase Li cell	HTT cytoprotect	aGlu spleen mod	GAA inhib
49	CCC(=O)N1c2ccccc2-c2nnc(SC)nc2OC1c1ccc(N(C)C)cc1 (centres undefined)	3%	-11%	-10%	0%
50	Cc1ccc(C(=O)C(OC(=O)CNC(=O)c2ccc(Cl)cc2)c2ccccc2)cc1 (centres undefined)	-6%[38.3 µM]	11%	-5%	0%
51	COc1ccc(C(=O)Nc2cnc3ccccn3c2=O)cc1	1%	-22%	3%	-12%
52	O=C(Nc1ncn[nH]1)c1ccccc1Br	-3%	x	-13%	-19%
53	Nc1nonc1-n1nnc(C(=O)N/N=C/c2cccc(Cl)c2)c1CSc1ccc(Cl)cc1	-1%	-22%	-3%	-1%
54	CN(CC(=O)Nc1ccc(Cl)cc1)C(=O)c1cccc(S(=O)(=O)N(C)C)c1	11%	24%[10 µM]	0%	-9%

No.	GAA glycogen	RGS12 GoLoco inh	HttQ103 aggreg
49	1%	5%	5%
50	-5%	-16%	-4%
51	13%	9%	8%
52	0%	5%	-11%
53	1%	5%	10%
54	18%	-31%	6%

Full records as entered above. Order of values: IMPase Li cell, HTT cytoprotect, aGlu spleen mod, GAA inhib, GAA glycogen, RGS12 GoLoco inh, HttQ103 aggreg
COc1ccc(CNC(=O)c2onc(C)c2Cl)cc1 is listed with 3%, 13%[10 µM], -3%, -1%, -4%, -9%, -10%
O=c1c(-c2ccc(F)cc2)coc2cc(O)ccc12 is listed with -19%[38.3 µM], -35%, -2%, u, 3%, 1%, 10%
Cc1ccc(C(=O)C(OC(=O)CNC(=O)c2ccc(Cl)cc2)c2ccccc2)cc1 (centres undefined) is listed with -6%[38.3 µM], 11%, -5%, 0%, -5%, -16%, -4%
CSc1ncccc1C(=O)OCC(=O)c1cccs1 is listed with 0%, 6%[10 µM], 0%, 4%, 3%, -13%, 9%
CCc1cccc(C)c1NC(=O)CO/N=C(\C)c1cc2ccccc2o1 is listed with 9%, x, -4%, 0%, 7%, -2%, -20%

Only part of the results is shown; count on the stated rates, not on these rows.
